# POLB inh = blocks human DNA polymerase beta activity | P06746 | Pol beta primer extension/strand displacement, fluorescence kinetic | Potency, µM (doses to about 114 µM), inactives show at the top dose activity change, negative = inhibition, most hits filed as inhibitors | 340,000 compounds, 1.3% hits; further: potency means the concentration at half of the fitted maximal effect; on the % scale 0 is the no-effect control and ±100 the full control effect
#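 Curves were derived by four-parameter Hill fits of normalized qHTS data. The kinetic fluorescent primer-extension read was taken at 0 and 10 min after 50 nM substrate, following a 15 min room-temperature preincubation of 10 nM enzyme with compounds.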
# BLM helicase inh = inhibitors of human Bloom syndrome helicase BLM. 350,000 compounds, 0.2% hits. P54132. Potency, µM (doses to about 56.1 µM), for the others: at the top dose activity change, negative = inhibition, hits mostly inhibitors. recombinant BLM DNA unwinding, fluorescence dequenching;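 further: potency means the concentration at half of the fitted maximal effect; plate controls were vehicle for no effect and no enzyme for full effect; nearly all actives have a fitted effect of over 35% in size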
# POLH inh = inhibitors of human DNA polymerase eta; Q9Y253; AID 588591; recombinant Pol eta, fluorescent DNA replication assay; Potency, µM (highest dose often 114 µM), inactives show at the highest dose activity change, negative = inhibition, actives largely listed as inhibitors; 390,000 compounds, 1.2% hits; further: potency means the concentration at half of the fitted maximal effect; on the % scale 0 is the no-effect control and ±100 the full control effect
#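 Fluorescent replication assay: 50 nM final substrate added after a 15 min room-temperature compound preincubation with 10 nM enzyme. Signal taken at 0 min and again at 10 min.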
# POLK inh = blocks human DNA polymerase kappa activity; 400,000 compounds, 0.53% hits; Q9UBT6; purified Pol kappa, fluorescent DNA synthesis assay, 10 min; Potency, µM (titrated, usually from 107 µM), for inactives: at the highest dose activity, negative = inhibition, usual class: inhibitors; AID 588579; further: potency means the concentration at half of the fitted maximal effect; on the % scale 0 is the no-effect control and ±100 the full control effect
#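 Readout: fluorescence, taken kinetically at 0 and 10 min. Conditions: 10 nM Pol kappa, 15 min RT compound preincubation, 50 nM substrate final. Controls: enzyme-free buffer wells.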
# APE1 inh = blocks human APE1 abasic DNA cleavage. P27695. recombinant APE1, TAMRA/BHQ-2 abasic DNA cleavage fluorescence. Potency, µM (top dose mostly 65.8 µM), inactives show at the highest dose activity change, negative = inhibition, hits mostly inhibitors. 350,000 compounds, 0.35% hits. AID 2517;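 further: potency means the concentration at half of the fitted maximal effect; plate controls were vehicle for no effect and reference inhibitor for full effect; nearly all actives have a fitted effect of over 55% in size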
# Target sequence (P27695 whole entry, looked up): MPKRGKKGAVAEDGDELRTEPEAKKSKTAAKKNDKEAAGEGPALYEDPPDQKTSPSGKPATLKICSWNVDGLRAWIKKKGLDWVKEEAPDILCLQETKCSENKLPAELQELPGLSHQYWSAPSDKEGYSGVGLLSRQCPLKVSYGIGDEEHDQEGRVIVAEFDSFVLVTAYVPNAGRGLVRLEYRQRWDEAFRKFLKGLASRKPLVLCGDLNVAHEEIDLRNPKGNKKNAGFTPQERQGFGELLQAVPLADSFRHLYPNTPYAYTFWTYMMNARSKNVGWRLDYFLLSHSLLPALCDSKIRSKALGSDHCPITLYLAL
#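 Quantitative HTS: incision of a TAMRA/BHQ-2 double-stranded substrate bearing a tetrahydrofuran abasic site by 0.75 nM APE1 raises fluorescence. Substrate 50 nM final, added after 15 min compound preincubation at room temperature; progress as third-minus-first kinetic read difference.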
# POLI inh = blocks human DNA polymerase iota activity; Q9UNA4; Pol iota fluorescent replication assay, 10 min; Potency, µM (titrated, usually from 115 µM), for the others: top-dose activity, negative = inhibition, hits mostly inhibitors; 390,000 compounds, 1% hits; further: potency means the concentration at half of the fitted maximal effect
#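 Pol iota at 10 nM preincubated 15 min with compounds at room temperature; reaction started with fluorescent substrate, 50 nM final. Fluorescence read kinetically at 0 and 10 min; buffer-only wells as negative control.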
# Glioma ERSR ind = ER stress response induction in glioma. 420,000 compounds, 0.02% hits. Potency, µM, inactives show at the top dose activation, actives largely listed as activators. U87-MG GRP78 promoter luciferase reporter, 16 h; further: potency means the concentration at half of the fitted maximal effect; series mostly up to about 76 µM; % of control where 0% means no effect; nearly all actives have a fitted effect of over 35% in size
#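 Stably transfected U87-MG human glioma cells carrying a GRP78-based luminescent sensor were seeded at 1000 cells/well, pin-dosed with compounds and incubated 16 h. Luciferase reagent was then added, and end-point luminescence was read after 10 min at room temperature.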
# LDHA block = blocks human lactate dehydrogenase A | P00338 | AID 1347041 | purified LDHA, NADH/diaphorase-resazurin fluorescence; active compounds read low | 480,000 compounds, 0.15% hits | activity change, % (values are at about 110 or 230 µM); in the data active means activity change below about -30%; inconclusive means mostly about -25% to -30%;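 further: plate controls were DMSO wells for no effect and wells without enzyme for full effect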
#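 LDH5 2 nM; NADH 0.06 mM, pyruvate 0.2 mM; 200 mM Tris pH 7.4, EDTA, Tween-20; 5 min RT. Detection: diaphorase 0.133 mg/mL + resazurin 37 µM, fluorescence ex540/em590 at 0 and 20 min; normalized to enzyme-free and DMSO wells.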
# Anesthetic bind = candidate novel general anesthetic via apoferritin binding; P02791; AID 485281; apoferritin/1-aminoanthracene competitive binding, fluorescence; 350,000 compounds, 0.074% hits; Potency, µM (titrated, usually from 77.5 µM), without a hit: top-dose activity change, negative = displacement, hits mostly inhibitors; further: potency means the concentration at half of the fitted maximal effect; on the % scale 0 is the no-effect control and ±100 the full control effect; nearly all actives have a fitted effect of over 20% in size
# Target sequence (P02791 2-175 limits assumed): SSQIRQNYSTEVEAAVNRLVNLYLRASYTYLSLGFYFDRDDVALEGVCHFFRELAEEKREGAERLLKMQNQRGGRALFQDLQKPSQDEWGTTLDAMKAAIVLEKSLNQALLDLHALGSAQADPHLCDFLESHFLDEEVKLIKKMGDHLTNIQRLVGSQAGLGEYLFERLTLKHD
#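 In PBS, apoferritin at 10 uM is loaded with 1-AMA from a 50% saturated solution. After 10 min of compound exposure at ambient temperature, reduced 535 nm fluorescence indicates probe displacement.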
# * marks the source's active call; other numbers are inactive results; u = inconclusive; x = not tested or not shown; [ ] = remark or other dose. Unless noted, the call rests on the fitted dose curve; in most records, active means well fitted curve in the direction sought with a large enough effect; inconclusive means small, poorly fitted or top-dose-only effect, or another doubt; inactive means no such curve, though single readings can be large; an effect the other way counts as inactive or inconclusive. These rows are one share of the data; rates above refer to the full screens.
SMILES	POLB inh	BLM helicase inh	POLH inh	POLK inh	APE1 inh	POLI inh	Glioma ERSR ind	LDHA block	Anesthetic bind
C[C@@H]1[C@H]2CCCC[C@H]2CN(C(=O)OC(C)(C)C)[C@@H]1CC(=O)c1ccccc1	x	x	-19%	-13%	-6%	u	0%	6	x
CN(C)c1ccc(-c2cc3ccccc3c(=O)o2)cc1	x	x	-7%	13%	-11%	-10%	-1%	3	x
Cc1c(F)cccc1Cn1cnc2c(cnn2C(C)(C)C)c1=O	x	x	x	-6%	-8%	-9%	-1%	x	x
CCc1ccc2oc(C(=O)Nc3ccccc3OC)cc(=O)c2c1	1%	-2%	-9%	0%	x	18%	0%	-8	11%
O=C(NCc1ccco1)/C(=C\c1ccc(F)cc1)NC(=O)c1ccco1	2%	2%	12%	-9%	1%	137%[activator]	-3%	-6	3%
COc1ccc(S(=O)(=O)NC(C)C(=O)N2CCCCCC2)cc1 (stereo unspecified)	-20%	-2%	-18%	-13%	7%	164%[activator]	-5%	-4	3%
COc1ccccc1N(C)S(=O)(=O)c1ccc(C(=O)Nc2cccc(Br)c2)cc1	x	x	-19%	-18%	6%	42%[activator]	-1%	-9	x
CC(=O)Nc1cc(C(=O)N2CCCC2)ccc1S(=O)(=O)c1ccc(Cl)cc1	20%	-3%	-8%	7%	-4%	16%	-5%	-4	-14%
O=C(Nc1ccccc1[N+](=O)[O-])c1cc2ccccc2nc1Cl	0%	0%	-5%	1%	1%	6%	1%	-8	-12%
Cc1cc(C(=O)O)cc(S(=O)(=O)N2CCOCC2)c1C	-12%	1%	-15%	1%	5%	-17%	3%	-8	5%
CCCCN1CN(S(=O)(=O)c2ccc(OC)cc2)c2nc3ccccc3nc21	u	-9%	-1%	8%	18%	39%[activator]	-4%	3	1%
NNC(=O)CN(CCc1ccccc1)S(=O)(=O)c1ccc(Cl)cc1	5%	-10%	-7%	-13%	1%	22%	-4%	-7	-16%
COc1cc(NC(=O)COC(=O)c2ccc(S(=O)(=O)N3CC(C)CC(C)C3)cc2)c(C)cc1[N+](=O)[O-] (stereo unspecified)	u	-23%	u	-14%	3%	59%[activator]	-2%	-5	1%
CCc1ccc(NC(=O)c2nc(SCc3ccccc3F)ncc2Cl)cc1	x	x	x	5%	x	24%	-3%	4	x
CNC(C)c1cc(OC)ccc1OC (stereo unspecified)	3%	-2%	-1%	0%	1%	15%	-5%	-3	-4%
O=c1c2ccccc2nc(SCc2ccc([N+](=O)[O-])cc2)n1-c1ccccc1	6%	-7%	-3%	-7%	-2%	-2%[58.9 µM]	0%	-8	-14%
O=C(NC1CCCCC1)N1CCN(c2nc(-c3ccccc3)cs2)CC1	-13%	-1%	-17%	-8%	11%	157%[activator]	-4%	-4	-3%
O=C(NC(=S)Nc1cc(C(F)(F)F)ccc1N1CCOCC1)c1ccco1	-24%	-15%	-24%	-10%	u	26%	-1%	-1	-2%
Cc1ccc(=O)n(C(C(=O)NCc2ccco2)C(=O)c2ccc(F)cc2)c1 (stereo unspecified)	0%	-2%	-6%	-6%	-1%	-9%	-2%	0	-15%
O=C(NC(c1ccccc1)c1ccccc1)N1CCOCC1	27%	2%	-11%	6%	-1%	109%[activator]	6%	-4	-4%
CCOC(=O)N1CCc2c(sc(NC(=O)CN3CCOCC3)c2C(=O)Nc2ccccc2)C1	81%	-4%	-3%	-8%	3%	-11%	-2%	-3	-12%
COc1cccc(NC(=O)Cn2cc(C(=O)C3CC3)c3ccccc32)c1	x	x	-29%	-2%	12%	13%	0%	-4	x
Cc1ccc(Cl)cc1NC(=O)CSC1=Nc2ccccc2C2=NC(Cc3ccccc3)C(=O)N12 (stereo unspecified)	-26%	-3%	-17%	-3%[60.1 µM]	x	-2%	-3%	-2	-2%
COc1ccc(CCNC(=O)CCc2nc3sc4c(c3c(=O)[nH]2)CCCC4)cc1	35µM*	-7%	u	-27%	1%	u	-4%	-3	2%
CCOC(=O)C1=C(CN2CCN(c3ccccc3)CC2)NC(=O)NC1c1ccc(C)cc1 (stereo unspecified)	-5%	0%	-9%	-6%	x	u	-1%	-3	59%[activator]
Cc1cc(C)n(C2=NS(=O)(=O)c3ccccc32)n1	-1%	1%	-9%	-10%	-1%	15%	-2%	-7	-4%
COc1cc2c(=O)c(S(=O)(=O)c3ccc(F)cc3)cn(Cc3ccc(Cl)cc3)c2cc1OC	u	0%	-1%	-10%	x	-6%	-3%	-2	6%
CN(C)Cc1ccccc1-c1cncnc1NCc1cccnc1	x	-14%	x	-9%[60.1 µM]	14%	x	-3%	x	0%
CCCCn1c(C(C)NC(=O)c2ccccc2)nc2ccccc21 (stereo unspecified)	20%	-4%	-7%	-10%	x	-8%	-4%	-2	-4%
COc1ccc(CNC2CCCc3ccccc32)c(OC)c1 (stereo unspecified)	37%	4%	-8%	13%	-9%	39%[activator]	-3%	-8	-16%
Cc1ccccc1C(=O)NC(C(N)=O)P(=O)(OC(C)C)OC(C)C (stereo unspecified)	29%	-2%	-9%	3%	1%	-8%	2%	-2	9%
O=C(NCCN1CCOCC1)C(=O)c1c[nH]c2ccccc12	10%	2%	-20%	2%	22%[12.4 µM]	122%[activator]	6%	-4	-1%
Cc1ccc(Nc2nc(Cl)nc(NC(C)(C)C)n2)cc1	9%	-10%	-4%	6%	-12%	3%	3%	1	-14%
O=C1OCCC1Sc1nnc(-c2ccc(Cl)cc2Cl)o1 (stereo unspecified)	0%	0%	-2%	-4%	-1%	22%	-17%	-18	3%
CC(=O)OCC(=O)C1(O)CCC2C3CCC4=CC(=O)C=CC4(C)C3C(O)CC21C (stereo unspecified)	3%	-5%	-3%	-1%	1%	37%[activator]	-10%	-13	-2%
O=C(C1=C[C@@H](c2ccc3c(c2)OCO3)C[C@@H](OCc2ccc(CO)cc2)O1)N1CCOCC1	6%	-4%	-15%	2%	-6%	1%	-4%	-3	-4%
CC1CCN(C(=O)CN2C(=O)C(=O)c3ccccc32)CC1	46%	-1%	-17%	0%	13%	38%[activator]	-1%	5	-8%
CC(=O)N1CCCc2cc(S(=O)(=O)N3CCC(C(=O)N(Cc4ccccc4)C(C)C)CC3)ccc21	0%	-1%	u	-4%[60.1 µM]	x	31%[activator]	-2%	-8	-1%
CC(C)Oc1ccc(CNC(=O)c2ccc3c(c2)nc2n3CCOC2)cc1	0%	1%	6%	0%[60.1 µM]	x	19%	5%	-3	u
CC(C)C(c1nnnn1Cc1cccs1)N1CCN(C2CCCC2)CC1 (stereo unspecified)	0%	0%	-20%	-5%	3%	-10%	-2%	-3	-5%
COc1ccccc1C(=O)N1CCN(c2nc3cc(C)c(C)cc3cc2C#N)CC1	15%	4%	0%	-15%	-4%	0%	-8%	1	-8%
Cc1cc(C)cc(N2C(=O)CC(c3ccccc3)CC2=O)c1	x	x	-11%	-3%	-3%	-13%	-2%	-11	x
O=C(CSc1nc(=O)n2ccccc2n1)NCc1ccccc1Cl	x	x	-13%	2%	2%	33%[activator]	0%	-2	x
CCCC1(c2ccccc2)NC(=O)N(CC(=O)N2CC(=O)Nc3ccccc32)C1=O (stereo unspecified)	x	x	-10%	-9%	-8%	-12%	-2%	-5	x
Cc1ccc(C(=O)Nc2ncc(Cc3ccc(SC(F)F)cc3)s2)cc1	2%	1%	-4%	11%	-3%	5%	-3%	-7	2%
CCn1c(SCC(=O)NCc2ccc(F)cc2)nc2c(c1=O)SC(C)C2 (stereo unspecified)	25%	0%	-15%	1%	-1%	15%	-2%	-4	-2%
Cc1ccn2c(=O)c(C(=O)NC(C)c3ccccc3)c(O)nc2c1 (stereo unspecified)	-3%	0%	-15%	1%	x	11%	-2%	2	-11%

# Some of the entries so far, with each value named.
CCCC1(c2ccccc2)NC(=O)N(CC(=O)N2CC(=O)Nc3ccccc32)C1=O (stereo unspecified)
  POLB inh: x | BLM helicase inh: x | POLH inh: -10% | POLK inh: -9% | APE1 inh: -8% | POLI inh: -12% | Glioma ERSR ind: -2% | LDHA block: -5 | Anesthetic bind: x

Cc1ccc(C(=O)Nc2ncc(Cc3ccc(SC(F)F)cc3)s2)cc1
  POLB inh: 2% | BLM helicase inh: 1% | POLH inh: -4% | POLK inh: 11% | APE1 inh: -3% | POLI inh: 5% | Glioma ERSR ind: -3% | LDHA block: -7 | Anesthetic bind: 2%

CCn1c(SCC(=O)NCc2ccc(F)cc2)nc2c(c1=O)SC(C)C2 (stereo unspecified)
  POLB inh: 25% | BLM helicase inh: 0% | POLH inh: -15% | POLK inh: 1% | APE1 inh: -1% | POLI inh: 15% | Glioma ERSR ind: -2% | LDHA block: -4 | Anesthetic bind: -2%

Cc1ccn2c(=O)c(C(=O)NC(C)c3ccccc3)c(O)nc2c1 (stereo unspecified)
  POLB inh: -3% | BLM helicase inh: 0% | POLH inh: -15% | POLK inh: 1% | APE1 inh: x | POLI inh: 11% | Glioma ERSR ind: -2% | LDHA block: 2 | Anesthetic bind: -11%

# Bioassay records from PubChem.
